Source: PubChem BioAssay (Johns Hopkins Ion Channel Center)
TRPC6 act: activates the mouse TRPC6 cation channel; Q61143; HEK293-TRPC6 membrane potential dye fluorescence; active compounds read high; B-score at 10 µM; hit rate 0.13% among 310,000;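 active means B-score of the integrated fluorescence ratio above library mean plus 3 SD, and starting fluorescence ratio within library mean plus 5 SD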;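 further: higher score means more depolarization so channel activation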
RGS4 inh: human RGS4 inhibition. AID 463165. HEK293 M3R/RGS4 inducible, Fluo-4 calcium flux; active compounds read high; triggered by carbachol at its EC20. B-score at 10 µM. hit rate 0.45% among 310,000. P49798;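 active means B-score, a plate-corrected calcium signal, over three deviations above library mean, with baseline fluorescence within five deviations of library mean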;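 further: RGS4 expression induced by doxycycline in cells with stable M3 receptor; B-score is computed from the integrated fluorescence ratio over baseline after carbachol; higher B-score means a larger calcium signal and so more RGS4 inhibition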
TRPC4 potent: allosterically enhances the mouse TRPC4 cation channel | Q9QUQ5 | HEK293 TRPC4beta/mu-opioid, DAMGO EC20, Fluo-4 Ca2+ flux; active compounds read high | B-score at 10 µM | hit rate 0.42% among 310,000;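 active means B-score of calcium response area above 5 SD of library B-scores, with initial fluorescence ratio within 5 SD of library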;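 further: B-score of integrated fluorescence ratio over time as area under calcium response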
TMEM16A act: activators or potentiators of mouse TMEM16A chloride channel; Q8BHY3; HEK293 TMEM16A/YFP-H148Q/I152L, iodide quench fluorescence; active compounds read low; B-score at 10 µM; hit rate 0.3% among 340,000; AID 623877;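 active means fluorescence-ratio B-score plate-corrected deviation score at least 3 library SD below zero, with starting fluorescence score within 5 deviations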;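 further: channel opened by trigger with iodide after compound preincubation; score built on the fluorescence ratio of max minus min over baseline; more negative score means more quench and so TMEM16A activation or potentiation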
Target sequence (Q8BHY3 whole entry, looked up): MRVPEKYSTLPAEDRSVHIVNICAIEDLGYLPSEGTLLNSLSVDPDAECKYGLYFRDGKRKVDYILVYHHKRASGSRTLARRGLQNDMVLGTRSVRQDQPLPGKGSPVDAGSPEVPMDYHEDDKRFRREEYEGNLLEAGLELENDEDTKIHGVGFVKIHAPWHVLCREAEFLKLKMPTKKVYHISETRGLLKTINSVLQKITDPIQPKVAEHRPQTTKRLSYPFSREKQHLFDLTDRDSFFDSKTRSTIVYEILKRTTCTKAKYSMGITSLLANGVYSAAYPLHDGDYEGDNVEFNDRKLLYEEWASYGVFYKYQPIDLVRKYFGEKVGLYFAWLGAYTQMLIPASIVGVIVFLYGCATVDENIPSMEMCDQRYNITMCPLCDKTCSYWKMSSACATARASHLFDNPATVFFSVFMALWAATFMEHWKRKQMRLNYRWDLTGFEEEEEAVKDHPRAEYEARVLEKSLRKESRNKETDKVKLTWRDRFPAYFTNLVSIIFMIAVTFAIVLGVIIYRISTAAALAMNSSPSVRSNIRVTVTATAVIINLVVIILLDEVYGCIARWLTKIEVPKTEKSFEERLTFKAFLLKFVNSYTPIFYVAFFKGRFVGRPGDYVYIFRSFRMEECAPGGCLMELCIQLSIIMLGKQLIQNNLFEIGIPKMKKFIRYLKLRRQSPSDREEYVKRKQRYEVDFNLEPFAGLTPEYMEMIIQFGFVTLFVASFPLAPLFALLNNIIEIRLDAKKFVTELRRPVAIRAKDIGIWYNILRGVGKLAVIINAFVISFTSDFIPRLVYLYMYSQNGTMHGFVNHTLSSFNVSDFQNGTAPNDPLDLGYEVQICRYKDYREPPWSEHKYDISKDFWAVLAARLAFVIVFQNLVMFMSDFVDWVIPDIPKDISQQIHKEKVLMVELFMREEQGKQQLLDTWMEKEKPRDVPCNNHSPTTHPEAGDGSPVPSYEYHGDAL
TRPC6 inhibitor: mouse TRPC6 channel inhibition. Q61143. HEK293-TRPC6, membrane potential dye, ACh-evoked depolarization; active compounds read low. B-score at 10 µM. hit rate 1.1% among 310,000. AID 2553;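 active means B-score under library mean minus 3 SD, initial fluorescence not abnormally high, positive integrated signal ratio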;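 further: B-score derived from integrated fluorescence ratio over the kinetic read; more negative B-score means stronger inhibition of depolarization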
TMEM16A inh: blocks the mouse calcium-activated chloride channel TMEM16A | HEK293 TMEM16A/YFP iodide influx fluorescence, ionomycin | Q8BHY3 | hit rate 1.2% among 310,000 | normalized B-score (activity score, 25-100; higher = stronger inhibition) at 10 µM;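 active means ratio plate-corrected score three or more library SD toward inhibition, starting fluorescence score within five deviations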;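 further: score derived from kinetic fluorescence span divided by baseline fluorescence per well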
TRPC4 inh: inhibitors of mouse TRPC4 channel; Q9QUQ5; B-score at 10 µM; HEK293 TRPC4beta/mu-opioid, DAMGO-evoked Fluo4 calcium flux; active compounds read low; hit rate 0.39% among 300,000;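 active means B-score over 3 SD under the library average, no early fluorescence shift, positive overall ratio signal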
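Assay system – HEK293 line stably carrying TRPC4beta and mu-opioid receptor · Doses – single dose · Detection – Fluo4 calcium-dye fluorescence, kinetic read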
MrgX1 allo act: allosterically activates human MrgX1 receptor signaling; hit rate 0.63% among 310,000; MrgX1-HEK293, Fluo-4 calcium flux, FDSS; active compounds read high; Q96LB2; AID 588675; B-score at 10 µM;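 active means plate-corrected calcium response at least 3 library SD above typical, normal starting fluorescence, not activating the receptor alone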;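 further: compound read alongside a low EC10 to EC30 dose of BAM8-22 agonist; peak minus trough fluorescence over baseline measured at the second addition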
MrgX1 antag: blocks BAM8-22 activation of human MrgX1 receptor. MRGX1-HEK293 calcium flux, Fluo-4, BAM8-22 antagonism; active compounds read low. B-score at 10 µM. hit rate 1.3% among 310,000. AID 588676;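 active means calcium-response B-score plate-corrected more than 3 library SD below zero, starting fluorescence within 5 deviations, no agonist response on first addition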;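 further: peak minus trough fluorescence over baseline after final BAM8-22 challenge near maximal dose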
MrgX1 agonist: human MrgX1 receptor agonism, primary screen | hit rate 0.44% among 310,000 | MrgX1-HEK293 cells, Fluo-4 calcium fluorescence, agonist mode; active compounds read high | B-score at 10 µM | Q96LB2;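 active means calcium response B-score plate-corrected fluorescence ratio at least 3 library SD, with starting fluorescence B-score inside 5 SD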
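Material: MrgX1-expressing HEK293 cells / Dosing: compound as first of three additions / Incubation: overnight seeding, then 1 h dark dye loading / Signal: Fluo-4 NW calcium fluorescence / Evaluation: B-scored fluorescence response ratio / Benchmarks: positive and negative control wells on each plate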
TRPC4 act: activators of mouse TRPC4 channel; HEK293 TRPC4beta/mu-opioid, Fluo4 calcium fluorescence; active compounds read high; B-score at 10 µM; hit rate 0.49% among 310,000;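 active means B-score above 5 SD of library B-scores, and initial fluorescence ratio not above library mean plus 5 SD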;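 further: positive B-score marks a calcium rise read as TRPC4 activation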
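Assay system: HEK293 cells stably co-expressing mouse TRPC4beta and mu-opioid receptor / Timing: Fluo4 dye loading 45 min at room temperature, 110 s recording / Signal: Fluo4 calcium-sensitive dye fluorescence, kinetic, 1 Hz baseline / Read-out: integrated baseline-normalised fluorescence ratio, converted to per-well B score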
* = called active by the depositor; i = inactive; . = no result given. Outcome played no part in choosing rows; about 5.8% have a hit in one of these screens.

Start of the data: the first two entries, to show the layout:
SMILES | TRPC6 act | RGS4 inh | TRPC4 potent | TMEM16A act | TRPC6 inhibitor | TMEM16A inh | TRPC4 inh | MrgX1 allo act | MrgX1 antag | MrgX1 agonist | TRPC4 act
Cc1nn(-c2ccccc2)c(N)c1N=Nc1ccc2ccccc2c1 | i | i | i | i | i | i | i | i | i | i | i
O=C(COC(=O)CCCNC(=O)c1ccc(Cl)cc1)Nc1ccc(Br)cc1 | i | i | i | i | i | i | i | i | i | i | i

The list itself, repeating the preview:
SMILES | TRPC6 act | RGS4 inh | TRPC4 potent | TMEM16A act | TRPC6 inhibitor | TMEM16A inh | TRPC4 inh | MrgX1 allo act | MrgX1 antag | MrgX1 agonist | TRPC4 act
Cc1nn(-c2ccccc2)c(N)c1N=Nc1ccc2ccccc2c1 | i | i | i | i | i | i | i | i | i | i | i
O=C(COC(=O)CCCNC(=O)c1ccc(Cl)cc1)Nc1ccc(Br)cc1 | i | i | i | i | i | i | i | i | i | i | i
CCNc1nc(NCc2ccccc2)nc(Oc2ccc(=O)[nH]n2)n1 | i | i | i | i | i | i | i | i | i | i | i
COc1ccc(C2=NOC(C(=O)NCCCN3CCOCC3)C2)cc1 (configuration not stated) | i | i | i | i | i | i | i | i | -5.1* | i | i
O=C(CSc1nnc(CCCN2C(=O)c3cccc4cccc(c34)C2=O)n1-c1ccccc1)NCCCO | i | i | i | i | i | i | i | i | i | i | i
Cc1cccc(CNC(=O)CCCn2nc(C)c3c(C)n(-c4ccccc4)nc3c2=O)c1 | i | i | i | i | i | i | i | i | i | i | i
O=C(O)c1ccccc1C(=O)Nc1ccccn1 | i | i | i | i | i | i | i | i | i | i | i
CC(=O)NC1Sc2ccccc2N=C1c1ccccc1 (configuration not stated) | i | i | i | i | i | i | i | i | i | i | i
Cc1nnc(NC(=O)c2ccc(S(=O)(=O)N3CCOCC3)cc2)s1 | i | i | i | i | i | i | i | 9.8* | i | i | i
COC(=O)c1ccccc1NC1c2ccccc2C(=O)N1c1cccnc1 (configuration not stated) | i | i | i | i | i | i | i | i | i | i | i
Cc1cc(C)cc(NC(=O)CSc2nncn2-c2ccccn2)c1 | i | i | i | i | i | i | i | i | i | i | i
O=C(c1cccc(Br)c1)N1CCN(C2=NS(=O)(=O)c3ccccc32)CC1 | i | i | i | i | i | i | i | i | i | i | i
CCOC(=O)C1CCN(C(C)=C2C(=O)c3ccccc3C2=O)CC1 | i | i | i | i | i | i | i | i | i | i | i
Cc1cccc(Nc2ccc([N+](=O)[O-])cn2)c1 | i | i | i | i | i | i | i | i | i | i | i
O=C(Cn1ccc2ccccc2c1=O)N1CCN(c2cccc(Cl)c2)CC1 | i | i | i | i | i | i | i | i | i | i | i
CCC(=O)Nc1ccc2c(c1)ncn2C | i | i | i | i | i | i | i | i | i | i | i
COc1ccccc1-n1c(C)nc2cc(C(=O)NCCN3CCOCC3)ccc21 | i | i | i | i | i | i | i | i | i | i | i
Cc1nnc2c(NC3CCCC3)nc3ccccc3n12 | i | i | i | i | i | i | i | i | i | i | i
CCOC(=O)c1c(C)n(C)c2cc(OCCN(CC)CC)ccc12 | i | i | i | i | i | i | i | i | i | i | i
COc1ccc(CCn2c(Br)nc3c2c(=O)[nH]c(=O)n3C)cc1 | i | i | i | i | i | i | i | i | i | i | i
CC(=O)Nc1ccc(S(=O)(=O)Nc2nnc(CC(C)(C)C)s2)cc1 | i | i | i | i | i | i | i | i | i | i | i
CCOc1ccc(NC(=O)c2cc3ccccc3cc2O)cc1 | i | i | i | i | i | i | i | i | i | i | i
O=Cc1ccc(OCc2cccc(C(F)(F)F)c2)cc1O | i | i | i | i | i | i | i | i | i | i | i
N#Cc1ccc(NCCc2ccccn2)c([N+](=O)[O-])c1 | i | i | i | i | i | i | i | i | i | i | i
COc1ccc(Nc2nc(Cl)nc(NCc3ccco3)n2)c(OC)c1 | i | i | i | i | i | i | i | i | i | i | i
CC(c1ccccc1)N1C(=O)/C(=C/c2ccncc2)SC1=S (configuration not stated) | i | 7* | i | i | i | i | i | i | i | i | i
N#Cc1c(Nc2ccccc2)c(/C=N/NCCO)c[nH]c1=O | i | i | i | i | i | i | i | i | i | i | i
CN1Cc2cc(C(=O)c3ccccc3O)cnc2NC1=O | i | i | i | i | i | i | i | i | i | i | i
Nc1ccc2[nH]ncc2c1 | i | i | i | i | i | i | i | i | i | i | i
O=C1N(c2ccccc2)c2ccccc2C1(O)C(F)(F)F (configuration not stated) | i | i | i | i | i | i | i | i | i | i | i
COc1ccc(/C=C/C=N/NC(=O)COc2ccc(OC)cc2)cc1 | i | i | i | i | i | i | i | i | i | i | i
CCC(C)(C)NC(=O)C(c1cccn1C)N(C(=O)Cn1nnc2ccccc21)c1ccc(OC)cc1 (configuration not stated) | i | i | i | i | i | i | i | i | i | i | i
COc1cc(CNC(=O)CCn2nc(C)c3c(C)n(-c4ccccc4)nc3c2=O)cc(OC)c1OC | i | i | i | i | i | i | i | i | i | i | i
Cc1ccc(SCCOCCN2CCc3ccccc3C2)cc1 | i | i | i | i | i | i | i | i | i | i | i
CC(C)CCN1CCN(C/C=C/c2ccco2)CC1CCO (configuration not stated) | i | i | i | -7.6* | i | i | i | i | i | i | i
COc1cccc(/C=C/C(=O)N2CCN(S(=O)(=O)c3ccccc3)CC2)c1OC | i | i | i | i | i | i | i | i | i | i | i
O=C(N1CCCCCC1)N1CCN(C(=O)N2CCOCC2)CC1 | i | i | i | i | i | i | i | i | i | i | i
Cc1[nH]oc(=O)c1N=Nc1ccccc1 | i | i | i | i | i | i | i | i | i | i | i
COC(=O)C1CCN(C(=O)COc2ccc(Cl)cc2)CC1 | i | i | i | i | i | i | i | i | i | i | i
CCCCCC(=O)Nc1ccc(N2CCN(CC)CC2)c(Cl)c1 | i | i | i | i | i | i | i | i | i | i | i
COC1CCCN(Cc2c(C(=O)N3CCN(C4CCCCC4)CC3)nc3ccccn23)C1 (configuration not stated) | i | i | i | i | i | i | i | i | i | i | i
CC1CN(C(=O)C(C)N2CCN(c3ccccc3Cl)CC2)CC(C)O1 (configuration not stated) | i | i | i | i | i | i | i | i | i | i | i
O=c1[nH][nH]c(-c2ccccc2)c1C=Nc1ccccc1Cl | i | i | i | i | i | i | i | i | i | i | i
Cc1ccc(-c2nnc(-c3ccc(NC(=O)c4ccco4)cc3)o2)cc1 | i | i | i | i | i | i | i | i | i | i | i
COc1ccccc1/C=C\C=N\n1c(-c2ccc(Cl)cc2Cl)n[nH]c1=S | i | i | i | i | i | i | i | i | i | i | i
OCC1(Cc2ccc(Cl)cc2)CCN(Cc2ccc(F)c(F)c2)CC1 | i | i | i | i | i | i | i | i | i | i | i
O=C(NC1CCCCC1)C(c1ccncc1)N(C(=O)c1csnn1)c1ccccc1F (configuration not stated) | i | i | i | i | i | i | i | i | i | i | i
CC(=O)c1ccc(N2CCN(C(=O)Cc3n[nH]c(=O)c4ccccc34)CC2)cc1 | i | i | i | i | i | i | i | i | i | i | i
Cc1nn(-c2ccccc2)c(Cl)c1C(=O)N1CCN(c2ncnc3c2cnn3-c2ccccc2)CC1 | i | i | i | i | i | 25* | i | i | -7.6* | i | i
O=C(CSc1nnc(-c2ccncc2)n1CCc1ccccc1)N1CCCC1 | i | i | i | . | i | i | i | i | i | i | i

Following part.
SMILES | TRPC6 act | RGS4 inh | TRPC4 potent | TMEM16A act | TRPC6 inhibitor | TMEM16A inh | TRPC4 inh | MrgX1 allo act | MrgX1 antag | MrgX1 agonist | TRPC4 act
Cc1ccc2c(c1)N(CC(=O)N1CCN(C3CCCCC3)CC1)C(=O)CO2 | i | i | 10* | i | i | i | i | i | i | i | i
COc1cc(NC(=S)NCCCN2CCOCC2)c(OC)cc1Cl | i | i | i | i | i | i | i | i | i | i | i
O=C1C(C=NCc2ccco2)=C(O)c2ccccc21 | i | i | i | i | i | i | i | i | -8.6* | i | i
CN(Cc1ccccc1)C(=O)CNC(=O)Cn1cnc2ccccc2c1=O | i | i | i | i | i | i | i | i | i | i | i
Nn1c(Nc2ccccc2)nc2sc3c(c2c1=O)CCCC3 | i | i | i | i | i | i | i | i | i | i | i
O=C(CCn1c(=O)oc2ccccc21)NCCN1CCOCC1 | i | i | i | i | i | i | i | i | i | i | i
COc1ccc(CCNS(=O)(=O)CCNC(=O)c2ccc3c(c2)OCO3)cc1OC | i | i | i | i | i | i | i | i | i | i | i
Cc1ccc(C2C3=C(CCCC3=O)Nc3[nH]c(=S)[nH]c(=O)c32)cc1 (configuration not stated) | i | i | i | i | i | i | i | i | i | i | i
Cc1ccc(NC(=O)Cc2cn(C)c3ccccc23)cc1F | i | i | i | i | i | i | i | i | i | i | i
Cc1ccc(NC(=O)Nc2ccc3c(c2)OCO3)cc1F | i | i | i | i | i | i | i | i | i | i | i
S=c1[nH]c2ccc(Cl)cc2s1 | i | i | i | i | i | i | i | i | i | i | i
Cc1ccc(-c2nnn(CC(=O)N(c3ccccc3)C(C(=O)NC(C)(C)C)c3cccs3)n2)o1 (configuration not stated) | i | i | i | i | i | i | i | i | i | i | i
CC1N(C)c2cc(NC(=O)c3cccs3)c(P(=O)(Nc3ccc([N+](=O)[O-])cc3)N3CCOCC3)cc2C1(C)C (configuration not stated) | i | i | i | i | i | i | i | i | i | i | i
COc1ccc(-c2cc(C(=O)N3CCN(c4ccccc4)CC3)no2)cc1OC | i | i | i | i | i | i | i | i | i | i | i
COc1ccc(/C(O)=C2/C(=O)C(=O)N(Cc3ccco3)C2c2cccs2)cc1 (configuration not stated) | i | i | i | i | i | i | i | i | i | i | i
Cc1ccc(C(=O)O/N=C(\N)c2ccc(Br)cc2)cc1C | i | i | i | i | i | i | i | i | i | i | i
COc1ccc(CC(NC(C)=O)C(=O)NC2CCN(c3nnnn3-c3ccccc3)CC2)cc1OC (configuration not stated) | i | i | i | . | i | i | i | i | i | i | i
CCc1ccc(-c2cn3c(n2)SCC3)cc1 | i | i | i | i | i | i | i | i | i | i | i
O=C(CNc1ccccc1)NN=C1CCCC1 | i | i | i | i | i | i | i | i | i | i | i
